Assay outcomes as filed in PubChem BioAssay.
CSN deneddyl inh = CSN deneddylation inhibition; Purified CSN, SCF-Nedd8-OG deneddylation, fluorescence polarization; Q92905; 0.38% of 360,000 active; inhibition, % at 12.5 µM;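 active = pattern-corrected inhibition above about 35%, with an unprinted fluorescence ratio check between 0.5 and 1.5, limit read from the data, passing the limit was not always enough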;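 also: 0% = enzyme with substrate and 100% = substrate without enzyme; some results filed as inactive read as strong as hits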
Target sequence (Q92905 whole entry, looked up, one chain of several): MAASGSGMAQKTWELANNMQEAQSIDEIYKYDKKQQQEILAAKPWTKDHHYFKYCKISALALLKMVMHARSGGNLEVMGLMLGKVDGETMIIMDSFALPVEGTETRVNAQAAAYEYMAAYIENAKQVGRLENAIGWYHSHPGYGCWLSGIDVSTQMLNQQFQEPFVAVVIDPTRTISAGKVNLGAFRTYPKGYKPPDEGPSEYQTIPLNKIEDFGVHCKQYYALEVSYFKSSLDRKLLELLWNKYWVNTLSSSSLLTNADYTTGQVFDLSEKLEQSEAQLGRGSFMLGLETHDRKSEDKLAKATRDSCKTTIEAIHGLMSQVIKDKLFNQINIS
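Schedule: reaction 90 min, room temperature / Assay system: HEK293T-derived human Csn5 enzyme / Input: Csn5 at 0.24 nM final / Measure: inhibition of Csn5 cleavage, % / Control set: substrate-only high control, full reaction low control / Technique: fluorescence polarization of the substrate / Buffer or medium: Tris/NaCl/DTT buffer, pH 7.5 / Reagent: SCFSkp2-Nedd8OG substrate at 10 nM final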
NadD block = inhibitors of Staphylococcus aureus NadD; inhibition, % at 20 µM; purified NadD enzyme, colorimetric absorbance read-out; 0.78% of 360,000 active; in the data active = inhibition above about 26%; also: some compounds past the cut are filed as inactive
MT1-MMP act inh = blocks activation of human MT1-MMP; HT1080 RFP-PRO-GFP cells, GFP/RFP ratio fluorescence, overnight; percent of plate control window, DMSO zero; GFP/RFP ratio change, % at 20 µM; 0.061% of 360,000 active;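 active = GFP/RFP ratio change of at least 30% with cell ATP level not reduced by more than half and red fluorescence within 50% of control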; also: strong numbers were not always called active
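Read-out: GFP/RFP fluorescence ratio; Test system: RFP-PRO-GFP reporter HT1080 cells; Compound dosing: single-point 20 µM compound, 1% DMSO; Times: overnight compound exposure at 37 °C.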
PABP1 MLLE inh = inhibitors of microRNA-mediated deadenylation, human PABP1 MLLE binding. GST-MLLE / FITC-PAM2 fluorescence polarization. inhibition, % at 20 µM. P11940. 0.36% of 360,000 active; in the data active = inhibition above about 35%, passing the limit was not always enough;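 also: plate controls were DMSO wells with GST-MLLE for no effect and wells lacking GST-MLLE protein for full effect; some results filed as inactive read as strong as hits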
Rin1 Abl inh = human Rin1-Abl interaction inhibition; TR-FRET Rin1/Abl binding, biochemical; AID 588664; P00519+Q13671; inhibition, % at 7.35 µM; 0.4% of 360,000 active; in the data active = inhibition above about 5%, passing the limit was not always enough
SKN-1 block = C. elegans SKN-1 inhibition | inhibition, % at 21.8 µM | 0.49% of 360,000 active | C. elegans VP596 Pgst-4::GFP/RFP ratio, acrylamide-induced, 24 h | AID 624304;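 active = interference check ratio from 0.5 to 1.5 plus GFP to RFP signal ratio inhibition reaching or exceeding a fixed threshold, cut at about 30% in these data, passing the limit was not always enough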; also: some compounds called inactive have numbers as strong as hits
Neddylation inh = cullin neddylation inhibition; P61081+Q13564; TR-FRET cullin neddylation, biochemical; calls only at 25 µM; 0.58% of 360,000 active; AID 651699; in the data active = inhibition above about 36%
Rpn11 inh = blocks the human proteasome subunit Rpn11; 0.59% of 360,000 active; calls only at 20 µM; human 26S proteasome, Ub4-pepOG fluorescence polarization; 20S core pre-blocked with epoxomicin; O00487;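 active = inhibition at 20 µM, scaled to each plate's controls, above about 33%, limit read from the data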
Target sequence (O00487 whole entry, looked up): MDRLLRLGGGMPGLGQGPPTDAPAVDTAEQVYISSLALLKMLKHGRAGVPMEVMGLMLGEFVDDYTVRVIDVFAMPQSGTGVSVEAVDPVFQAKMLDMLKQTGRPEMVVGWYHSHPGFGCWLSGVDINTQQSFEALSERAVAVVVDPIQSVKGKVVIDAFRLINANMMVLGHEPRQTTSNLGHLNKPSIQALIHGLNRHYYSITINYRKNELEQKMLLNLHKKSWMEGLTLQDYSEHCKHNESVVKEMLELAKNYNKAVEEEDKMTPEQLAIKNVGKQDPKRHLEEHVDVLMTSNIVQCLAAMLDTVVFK
FAS-TE inh = FAS thioesterase (human) inhibition. 0.67% of 360,000 active. inhibition, % at 15 µM. recombinant FAS-TE, OMFH fluorogenic substrate, fluorescence endpoint. P49327;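 active = compounds whose normalised, plate-corrected inhibition of enzyme fluorescence in the single-dose primary screen is 50% or more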;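 also: 0% = DMSO with enzyme and 100% = substrate without enzyme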
Starred values were filed as active, the others as inactive; i = inactive; x = no result given; + = active, no number.

Order of values – Rin1 Abl inh, FAS-TE inh, PABP1 MLLE inh, Neddylation inh, SKN-1 block, Rpn11 inh, CSN deneddyl inh, NadD block, MT1-MMP act inh
#1 CC(=O)O/N=C/c1c(NCc2ccccc2)nc2c(C)cccn2c1=O
  -2.3, 17.6, 4.1, i, 0.8, i, 1.7, -5.2, 6.8
#2 CCS(=O)(=O)c1ccc2oc(Nc3ccccc3Br)nc2c1
  -1.1, 8.3, 2.3, i, 21.6, i, 0.6, 0.5, -3.3
#3 Clc1ccc(C=NNc2ccccn2)c(Cl)c1
  -1.4, -3.1, -10.3, i, 19.7, i, -1.8, 1.6, 3.3
#4 Cc1ccc(S(=O)(=O)NCC(c2ccccc2)N2CCN(CCC#N)CC2)cc1 (centres undefined)
  0.5, 0.4, 6.9, i, -7.5, i, -9.3, -1.7, -1.6
#5 O=C1/C(=C/c2ccc(F)cc2)SC(=S)N1NS(=O)(=O)c1ccccc1
  -1.1, 5.2, -4.0, i, 5.4, i, -6.7, 5.4, -0.7
#6 COCCN(Cc1cc2cc(C)cc(C)c2nc1Cl)C(=O)Nc1ccccc1
  -3.1, 32.5, -1.9, i, 4.5, i, -2.9, -5.5, -1.3
#7 CCOc1ccccc1N(C(=O)CNS(=O)(=O)c1ccccc1)C(CC)C(=O)NCc1ccco1 (centres undefined)
  -2.7, -3.6, 1.5, i, 7.2, i, 0.6, 4.1, -4.3
#8 CCC(=O)Nc1cccc(-n2nnnc2SCC(=O)N(C(C)C)C(C)C)c1
  5.7, -0.5, 0.8, i, 7.3, i, -5.6, -7.3, 3.0
#9 CCOC(=O)c1oc2ccccc2c1NC(=O)c1cc(OC)cc(OC)c1
  -1.1, 21.6, 1.9, i, 2.7, i, -2.8, -8.1, -0.3
#10 COc1cc(-c2nn3c(Cc4ccccc4)nnc3s2)cc(OC)c1OC
  -0.3, 1.5, 23.6, i, 7.4, i, -3.9, -8.0, 11.8
#11 CCCCC(c1nnnn1C1CCCC1)N1CCN(C2CCCC2)CC1 (centres undefined)
  1.6, -5.0, -12.3, i, 0.8, i, 1.3, -0.6, -1.8
#12 CCC1CCCCN1CCCNC(=O)c1ccc2c(c1)c(C)c(C)n2C (centres undefined)
  1.4, -7.0, -20.2, i, 15.4, i, 4.2, -3.3, -0.2
#13 C(=C\c1ccccc1)/CN1CCN(C(c2cccc3ccccc23)c2nnnn2-c2ccc3c(c2)OCCO3)CC1 (centres undefined)
  0.8, 48.4, -6.5, i, 4.5, i, -1.8, 12.0, 0.4
#14 Cc1[nH]n(-c2nc(-c3ccccc3F)cc(=O)[nH]2)c(=O)c1CCO
  2.3, -6.4, 5.4, i, 5.6, i, -1.6, 9.7, 5.2
#15 O=C1CN(C(=O)c2cccs2)c2ccccc2N1
  4.0, -6.8, -8.3, i, -25.4, i, -0.4, -0.4, -3.7
#16 CCN(CC)CCCCCCCCOC(=O)c1cc(OC)c(OC)c(OC)c1
  1.8, 1.9, -6.1, i, -0.9, i, -2.8, -2.7, 4.1
#17 CC(C)c1cc(C(=O)NC2CCCCCC2)c2ccccc2n1
  -4.6, -4.2, -4.6, i, 9.8, i, 4.5, -0.8, 2.1
#18 Cc1c(CNCCCc2ccccc2)c(C(=O)O)c(C)n1Cc1ccccc1
  -1.1, -3.8, 3.8, i, 2.7, i, -1.2, -6.8, -1.5
#19 c1ccc(-c2ccc(-c3csnn3)cc2)cc1
  0.6, -4.8, 13.3, i, 34.9, i, 3.6, -1.6, -5.6
#20 CCCCCCOC(=O)CCn1[nH]c(=O)c2ccccc2c1=O
  -2.2, 0.7, -10.2, i, 1.7, i, 0.8, 2.1, -1.4
#21 NC(=O)c1cc(S(=O)(=O)N2CCCC2)ccc1OCc1ccc(F)cc1
  0.5, -2.4, 22.7, i, 4.1, i, 0.2, -4.6, -5.8
#22 COC(=O)Nc1ccc(S(=O)(=O)N2CCCC(C(=O)O)C2)cc1 (centres undefined)
  3.9, -7.4, 0.8, i, -11.7, i, 6.2, -5.6, 3.6
#23 COCCCNC(=O)c1ccc2c(=O)n(C3CCCC3)c(=S)[nH]c2c1
  -1.4, -2.9, -16.8, i, 3.8, i, -2.9, -6.7, 2.4
#24 O=C(COc1ccccc1Cl)c1ccc2c(c1)CCCC2
  0.7, 17.8, -0.1, i, 13.3, i, -1.4, 4.4, -1.5
#25 Clc1cccc(/C=N\Nc2nccs2)c1
  -4.0, 3.8, -9.3, i, 26.2, i, 8.1, 3.5, 3.0
#26 CN1CCN(C(=S)C(=O)NCc2ccccc2)CC1
  1.4, -4.2, -2.6, i, -11.1, i, 2.2, -1.2, 5.1
#27 Cc1ccn(S(=O)(=O)c2ccc(N3CCCC3=O)cc2)n1
  0.8, -2.0, 9.9, i, 12.9, i, -0.9, 6.2, x
#28 c1ccc(C2NCCNC2c2ccccc2)cc1 (centres undefined)
  1.1, -8.6, 2.6, i, 9.4, i, 0.1, 0.2, -2.9
#29 CC(C)(C)NC(=O)NC(=O)CSc1ncn[nH]1
  -1.5, -7.8, 3.3, i, 3.3, i, 2.6, 5.7, -0.4
#30 Cc1ccc(NC(=O)C2CCCN2C(=O)Oc2ccccc2)cc1 (centres undefined)
  0.8, -4.6, 1.4, i, -17.0, i, -0.9, -0.1, -1.3
#31 COc1ccc(CC(=O)Nc2ccc(S(=O)(=O)N3CCOCC3)cc2)cc1
  3.5, -2.8, -3.6, i, 3.0, i, 1.0, -6.3, 4.8
#32 CCOC(=O)/C(=N\Nc1ccccc1Cl)N(C)C1CCCCC1
  2.1, 8.5, 0.3, i, 8.2, i, 2.9, -3.4, 2.0
#33 Nc1nc(NCC2CCCO2)nc(Nc2ccc(F)cc2)c1[N+](=O)[O-] (centres undefined)
  -3.4, -0.6, 3.4, i, 3.4, i, -3.0, -2.5, -1.1
#34 CC(=O)Nc1ccc(/C(C)=N/NC(=O)c2ccc(COc3ccccc3Cl)o2)cc1
  1.1, 0.2, -6.5, i, 9.8, +, 4.2, 16.2, -10.4
#35 CC1CCCCC1NC(=O)CNC(=O)c1ccco1 (centres undefined)
  -2.1, -7.8, 8.9, i, -5.3, i, -3.6, -3.0, -0.6
#36 COc1ccc(N2CCN(C(=O)CN(C)S(=O)(=O)c3cc(C)ccc3OC)CC2)cc1
  0.0, -0.6, 3.8, i, 5.4, i, 5.2, -6.5, -4.2
#37 CC(OC(=O)C1CSC2(C)CCC(=O)N12)C(=O)Nc1cccc(C#N)c1 (centres undefined)
  -1.2, -1.3, -1.9, i, 4.9, i, -0.6, -1.6, 2.2
#38 CCOc1ccc(NC(=S)N2CCN(c3ccc(N4CCOCC4)nn3)CC2)cc1
  0.0, -3.7, -105.5, +, -7.9, i, -0.9, 5.9, -0.8
#39 CCOc1ccc(C(=O)OCC(=O)NCC2CCCO2)cc1 (centres undefined)
  1.7, -5.2, 6.5, i, 14.8, i, -0.3, 1.3, -4.0
#40 O=c1[nH]c(Nc2nc3ccccc3o2)nc2c1CCCC2
  -0.2, -1.6, 9.7, i, 16.8, i, -0.6, -2.0, -12.5

Laid out differently: two of the compounds above.
item	Structure	Rin1 Abl inh	FAS-TE inh	PABP1 MLLE inh	Neddylation inh	SKN-1 block	Rpn11 inh	CSN deneddyl inh	NadD block	MT1-MMP act inh
26	CN1CCN(C(=S)C(=O)NCc2ccccc2)CC1	1.4	-4.2	-2.6	i	-11.1	i	2.2	-1.2	5.1
23	COCCCNC(=O)c1ccc2c(=O)n(C3CCCC3)c(=S)[nH]c2c1	-1.4	-2.9	-16.8	i	3.8	i	-2.9	-6.7	2.4

(continued)
Order of values – Rin1 Abl inh, FAS-TE inh, PABP1 MLLE inh, Neddylation inh, SKN-1 block, Rpn11 inh, CSN deneddyl inh, NadD block, MT1-MMP act inh
#41 Cc1cc(N2C(=O)C(O)=C(C(=O)c3cccs3)C2c2ccccc2)no1 (centres undefined)
  -7.6, -7.4, 7.3, i, -1.6, i, -1.1, 4.6, 0.1
#42 CC(C)CNc1nc(NC(C)(C)C)nc(Oc2ccc(=O)[nH]n2)n1
  0.5, -3.3, 11.7, i, -0.3, i, 1.2, 0.2, -6.4
#43 COc1cccc(-c2cnc(C(O)c3cccc(C)c3C)[nH]2)c1 (centres undefined)
  -0.7, -5.5, 2.6, i, 17.3, i, 5.4, -4.2, -0.2
#44 COCCNc1nc(NCc2ccccc2F)c2sccc2n1
  -0.9, -8.9, 7.6, i, 4.2, i, -4.3, 2.0, 1.8
#45 COc1cc(NC(=O)CCc2nnc3ccc(N4CCCC4)nn23)cc(OC)c1OC
  -0.2, -5.5, 3.8, i, 4.1, i, 5.9, 3.9, 0.4
#46 C[C@H](NC(=O)[C@@H]1CCC(=O)N1Cc1ccco1)c1ccccc1
  -2.9, -11.1, -10.9, i, 8.4, i, -1.0, 0.4, -1.2
#47 CCOc1ccc(N2C(=O)C3Sc4[nH]c(=O)sc4C(/C=C/c4ccccc4)C3C2=O)cc1 (centres undefined)
  -4.6, 0.8, -27.7, i, 2.9, x, 16.1, 32.0*, -47.3
#48 Cc1nc2ccc(S(=O)(=O)N(C)CC(=O)NCCc3ccccc3)cc2s1
  -1.9, -5.2, -11.2, i, -3.3, i, -0.9, -2.3, 1.3
#49 CCOc1cc(CNCC2CCCO2)cc(Br)c1OCC(N)=O (centres undefined)
  0.0, -8.6, 12.0, i, 3.3, i, 4.6, -2.0, 1.6
#50 CC1CCN(c2nc3c(=O)[nH]c(N)nc3n2[C@@H]2O[C@H](CO)[C@@H](O)[C@H]2O)CC1
  1.7, -1.2, -12.0, i, 1.8, i, 1.2, 0.3, 1.1
#51 O=C(CN1CCCC1)N1CCCc2ccccc21
  1.2, -5.8, -4.8, i, -1.3, i, -0.5, 1.5, -3.5
#52 COc1cccc(C(=O)N2CCN(C(=O)c3cccc(F)c3)CC2)c1
  3.4, -5.9, 7.8, i, -23.2, i, 5.3, -5.5, -5.1
#53 CCOC(=O)CC(N)c1ccc(OC)cc1 (centres undefined)
  -1.6, 1.5, -0.2, i, -16.2, i, -3.4, 1.8, -5.8
#54 O=c1c2c3c(sc2n(CCN2CCCC2)c(=O)n1Cc1ccccc1)CCCCC3
  1.7, 13.9, -2.9, i, 0.6, i, 0.9, 1.1, 2.7
#55 S=C1NC(c2cccs2)=CC(c2ccc(Br)cc2)N1 (centres undefined)
  -3.3, 10.1, -89.0, i, -1.8, i, -3.4, 29.0, 4.3
#56 CC1CN(C2CCN(S(=O)(=O)c3ccc4ccccc4c3)CC2)CC(C)O1 (centres undefined)
  2.2, -6.0, 8.7, i, 9.4, i, -3.6, 4.3, 0.0
#57 O=c1cc(-c2ccc(Br)cc2)[nH][nH]1
  3.3, -1.3, 15.6, i, 2.1, i, -9.0, 3.8, 1.2
#58 CCOc1ccc(-c2nnc(SCC(=O)NC(C)(C)C)nc2-c2ccc(OCC)c(OC)c2)cc1OC
  -0.2, 4.2, 15.9, i, 15.3, i, 8.9, -0.2, -0.6
